Screening data deposited in PubChem BioAssay by several laboratories.
thrombin 1536 – human alpha-thrombin inhibitors, primary screen, counter-screen for coagulation protease inhibitor project, biochemical, 1536-well, fluorogenic AMC substrate; 220,000 tested, 0.26% active; Boc-VPR-AMC fluorogenic substrate cleavage; inhibition, % at 5 µM; AID 1046, 2008;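 active means inhibition at or above 40%; inactive means inhibition below 40%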;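 further: 0% = enzyme with no compound and 100% = wells without enzyme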
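System: Human alpha-thrombin protein | Medium: pH 7.5 Tris (50 mM) with NaCl 150 mM, Tween 20 0.05% | Times: Enzyme reaction carried out at room temperature | Detection: AMC fluorescence, 355/460 nm | Evaluation: Percent inhibition scaled between no-compound controls and no-enzyme blanks | Benchmarks: Enzyme without compound as high, wells lacking enzyme as low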
EBV gp42 block – Epstein-Barr virus gp42 inhibitors, primary screen, biochemical, uHTS, fluorescence polarization | Fluorescence polarization binding assay, mP read-out | 220,000 tested, 0.42% active | Glycoprotein 42 (Epstein-Barr virus (strain AG876)), Q1HVG2 | AID 1085, 2008 | inhibition, % (tested at 21.74 µM); in the data active means inhibition above about 50%
Target sequence (Q1HVG2 whole entry, looked up): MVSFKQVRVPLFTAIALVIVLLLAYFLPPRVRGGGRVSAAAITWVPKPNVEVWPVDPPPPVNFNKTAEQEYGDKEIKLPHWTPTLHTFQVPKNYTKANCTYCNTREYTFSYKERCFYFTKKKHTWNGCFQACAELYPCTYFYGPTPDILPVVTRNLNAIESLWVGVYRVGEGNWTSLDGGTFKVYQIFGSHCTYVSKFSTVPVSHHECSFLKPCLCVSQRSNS
TbHK1 inh – Trypanosoma brucei hexokinase 1 inhibitors, primary screen, biochemical, G6PDH-coupled NADH absorbance, MLSCN library | AID 1430, 2008 | hexokinase 1 [Trypanosoma brucei] | 220,000 tested, 0.11% active | recombinant TbHK1, G6PDH-coupled NADH A340 | inhibition, % at 10 µM;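 active means inhibition of 50% or more in the single-dose primary screen; inactive means inhibition below 50%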
KCC2 mod – KCC2 cotransporter modulators, thallium flux, primary screen, cell-based, HEK293 KCC2, FluoZin-2 fluorescence, MLSMR; Solute carrier family 12 member 5 (Homo sapiens), Q9H2X9; KCC2 cells, thallium flux FluoZin-2 fluorescence; B-score of Tl+ flux slope (higher = more flux/activation; lower = inhibition) at 10 µM; 190,000 tested, 2.2% active;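 active means thallium flux slope and its plate-corrected score both differing from the plate sample mean at a set confidence after two filtering rounds, in either direction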;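 further: slope of fluorescence scaled to starting intensity during 10 to 20 s after thallium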
PPC-1+TRAIL kill – compounds killing PPC-1 cancer cells with TRAIL present, primary screen, TRAIL potentiator project, ATPLite luminescence, uHTS. PPC-1 cells + TRAIL, ATPLite viability luminescence. cell killing (% activity), % at 4 µM. 220,000 tested, 0.41% active;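 active means cell killing above 50% in the first pass at 4 µM, then a duplicate retest at 5 µM averaging 50% or more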;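 further: plate controls were cells with TRAIL plus DMSO for no effect and medium-only wells lacking cells for full effect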
TRPN1 ag – zebrafish TRPN1 channel agonists, primary screen, cell-based, HEK293, calcium fluorescence | activation, % at 3 µM | 220,000 tested, 0.18% active | HEK293 zebrafish TRPN1-YFP, Fluo-8 calcium fluorescence; 100% = response to 87 µM carbachol | AID 1424, 2008 | transient receptor potential cation channel N1 (TRPN1/NompC), Danio rerio;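 active means activation above its plate's cutoff, the mean activation of test wells on that plate plus 3 SD, cut at about 19% in these data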;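 further: 0% = DMSO alone and 100% = 87 µM carbachol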
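Material: zebrafish TRPN1-YFP in HEK293 cells; Doses: single test compound dose, 3 µM nominal, 0.3% DMSO; Timing: dye loading 1 h at 37 °C, then 30 min room temperature; Technique: intracellular calcium fluorescence with Fluo-8; Benchmarks: high carbachol 87 µM, low DMSO alone.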
TRPML3 ag – human TRPML3 channel agonists, primary screen, cell-based, HEK293 TRPML3-YFP, Fluo-8 calcium fluorescence, 3 µM | Mucolipin-3 (Homo sapiens), Q8TDD5 | 100% = the carbachol control signal | activation, % at 3 µM | 220,000 tested, 0.29% active | AID 1448, 2008;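 active means activation above its plate's cutoff, the mean activation of the plate's test wells plus 3 SD, cut at about 12% in these data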;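 further: 0% = DMSO only wells and 100% = carbachol wells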
Target sequence (Q8TDD5 whole entry, looked up): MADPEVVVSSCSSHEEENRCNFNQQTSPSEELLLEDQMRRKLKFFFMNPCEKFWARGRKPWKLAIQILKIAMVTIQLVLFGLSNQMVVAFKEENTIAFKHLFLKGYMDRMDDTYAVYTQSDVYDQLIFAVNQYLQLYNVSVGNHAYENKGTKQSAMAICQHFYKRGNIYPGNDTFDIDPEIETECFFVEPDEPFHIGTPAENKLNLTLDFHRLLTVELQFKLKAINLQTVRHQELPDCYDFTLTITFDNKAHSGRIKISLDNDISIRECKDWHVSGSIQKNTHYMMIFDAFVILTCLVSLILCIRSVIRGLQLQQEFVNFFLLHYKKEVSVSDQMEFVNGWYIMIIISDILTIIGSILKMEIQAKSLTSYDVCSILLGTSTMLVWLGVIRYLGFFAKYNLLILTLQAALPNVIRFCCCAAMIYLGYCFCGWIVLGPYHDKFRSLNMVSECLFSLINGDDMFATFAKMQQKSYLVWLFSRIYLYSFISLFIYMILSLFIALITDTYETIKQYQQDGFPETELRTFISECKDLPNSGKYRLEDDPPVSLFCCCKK
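Material: TRPML3-YFP stable HEK293 cells | Dosing: One concentration, 3 µM nominal, 0.3% DMSO | Timing: 125 s total fluorescence read per well | Technique: Fluo-8 calcium dye fluorescence, ex 470-495, em 515-575 nm | Measure: Percent activation from peak-to-basal fluorescence ratio, scaled between DMSO and carbachol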
m-calpain inh – inhibitors of pig calpain II, primary screen, biochemical, fluorogenic peptide substrate, 1536-well | inhibition, % at 16 µM | purified calpain II, 30 min | AID 1236, 2008 | 220,000 tested, 0.37% active;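 active means inhibition above about 50%, limit read from the data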
Furin inh – human furin inhibitors, primary screen, biochemical, fluorescence intensity | P09958 | purified furin, fluorogenic substrate cleavage | inhibition, % at 30 µM | 220,000 tested, 0.061% active; in the data active means inhibition above about 25%; further: inactives centre near -15
An asterisk follows results filed as active; / = no result given; [ ] = dose if it differs, or a comment.

Value order: thrombin 1536 | EBV gp42 block | TbHK1 inh | KCC2 mod | PPC-1+TRAIL kill | TRPN1 ag | TRPML3 ag | m-calpain inh | Furin inh
NC(=O)CNC1CC(=O)N(CCc2ccccc2)C1=O (stereo not drawn)
  -3 | -5 | -5 | -0.076 | 8 | -0.2 | 0.7 | 15 | -14[20 µM]
CC(=O)Nc1nc(-c2ccc(Br)s2)cs1
  1 | -7 | 5 | 0.14 | 9 | -0.8 | 0.2 | -12 | -10
CCn1cc(C(=O)NCCCOC)c(=O)c2cc(S(=O)(=O)N(C)C)ccc21
  9 | 1 | -27 | 0.4 | / | 0.7 | -0.1 | 11 | -7
CCN(CC)S(=O)(=O)c1cccc(NC(=O)Nc2cccc(C(F)(F)F)c2)c1
  -3 | 12 | 42 | -0.1 | 6 | 9.8 | 4.5 | 40 | -6[20 µM]
COC(=O)CSc1nnc(CNS(=O)(=O)c2ccc(Cl)cc2)n1C
  5 | 4 | 0 | 0.29 | -2 | 0.5 | 0.0 | 10 | -20[20 µM]
CN(CC(=O)Nc1ccc(S(=O)(=O)N2CCCC2)cc1)Cc1ccc(Cl)cc1Cl
  -5 | 7 | -6 | 0.37 | 32 | 1.3 | 3.7 | 17 | -12
COCCNC(=O)C(=O)Nc1ccc(Br)cc1
  3 | -16 | 3 | / | 27 | 0.9 | 0.3 | -3 | -13[20 µM]
Cn1ccnc1Sc1nc(Nc2cccc(Cl)c2)nc(N2CCOCC2)n1
  -1 | -8 | 16 | / | 18 | 1.7 | 2.5 | -18 | -16
CN(CC(=O)Nc1ccc(C#N)cc1)Cc1ccc(Cl)cc1
  4 | -28 | 0 | -0.26 | -5 | 0.7 | 0.8 | 25 | -11
CCCC1=NN2C(=N)/C(=C\c3cc(C)n(-c4cc(C)cc(C)c4)c3C)C(=O)N=C2S1
  -3 | -53 | 29 | 12* | 28 | -0.3 | 0.5 | -77 | 0
Clc1ccccc1C(c1ccccc1)(c1ccccc1)n1ccnc1
  -11 | -16 | -1 | -4.3* | 9 | -4.2 | -0.9 | 35 | -13
COc1ccc(CNC(=S)Nc2ccc(F)c(Cl)c2)cc1
  -4 | 0 | -3 | -1.1 | -11 | 7.3 | 1.7 | 34 | -12
Cc1c(N=C2N=C(NC(=O)NC(C)(C)C)c3ccccc32)c(=O)n(-c2ccccc2)n1C
  -9 | -8 | -14 | -1.9 | 6 | -0.3 | -0.4 | 19 | -1
Cc1cc(C)nc(SCC(=O)N(C)C)n1
  -6 | 1 | 2 | -0.61 | 13 | -0.9 | 0.2 | -15 | -13
O=[N+]([O-])c1ccc(N2CCCC2)cc1N1CCCC1
  1 | -22 | -4 | -0.91 | 19 | -1.2 | -0.9 | 17 | -10[20 µM]
COc1cc2[nH]ccc(=O)c2cc1OC
  -5 | -4 | -14 | 0.071 | 22 | 1.3 | 0.4 | -26 | -12
Fc1ccc(/C=N/n2c(-c3cccs3)n[nH]c2=S)cc1
  -5 | -19 | 2 | / | 25 | 0.4 | 0.2 | -8 | -10[20 µM]
O=C1Nc2ccccc2CCC1Sc1nnc(-c2ccc(Cl)cc2)s1 (stereo not drawn)
  0 | -2 | 2 | 0.64 | 18 | -0.1 | 1.2 | 8 | -11[20 µM]
COc1ccc(C(O)c2nc3ccccc3s2)cc1 (stereo not drawn)
  -2 | -8 | 0 | -0.69 | -12 | -0.5 | -0.1 | 16 | -20
O=C(O)CCCC(=O)Nc1ccccc1Br
  3 | -1 | 4 | -0.18 | 9 | 1.1 | 1.0 | 27 | -20

Profiles, looked up by structure. Values in the order: thrombin 1536	EBV gp42 block	TbHK1 inh	KCC2 mod	PPC-1+TRAIL kill	TRPN1 ag	TRPML3 ag	m-calpain inh	Furin inh
CCN(CC)S(=O)(=O)c1cccc(NC(=O)Nc2cccc(C(F)(F)F)c2)c1 as listed: -3	12	42	-0.1	6	9.8	4.5	40	-6[20 µM]
Clc1ccccc1C(c1ccccc1)(c1ccccc1)n1ccnc1 as listed: -11	-16	-1	-4.3*	9	-4.2	-0.9	35	-13
Cc1c(N=C2N=C(NC(=O)NC(C)(C)C)c3ccccc32)c(=O)n(-c2ccccc2)n1C as listed: -9	-8	-14	-1.9	6	-0.3	-0.4	19	-1

Next compounds follow:
Value order: thrombin 1536 | EBV gp42 block | TbHK1 inh | KCC2 mod | PPC-1+TRAIL kill | TRPN1 ag | TRPML3 ag | m-calpain inh | Furin inh
Oc1cnc2ccccc2c1CN1CCOCC1
  2 | -9 | -1 | 0.92 | 27 | 1.3 | 0.6 | -80 | -2[20 µM]
O=C(NCc1ccccc1)c1ccc(Cl)cc1
  2 | -11 | -3 | 0.86 | -2 | 1.1 | -0.4 | 2 | 0
COC(=O)c1ccccc1NC(=O)COC(=O)/C=C/c1ccco1
  -5 | -6 | 6 | -0.13 | -3 | 1.0 | -0.8 | 21 | -17
CCNS(=O)(=O)c1ccc2nc(NC(=O)/C=C/c3cc(OC)c(OC)c(OC)c3)sc2c1
  -12 | 5 | -19 | 0.1 | 0 | 0.6 | 0.7 | -184 | -15
O=C(c1ccc2ccccc2c1)C1CCCN(S(=O)(=O)c2cccnc2)C1 (stereo not drawn)
  0 | -7 | -2 | -2.5 | 6 | 4.3 | 1.1 | -32 | -21
O=c1c2cc(Cl)ccc2oc2nc3n(c(=O)c12)CCCS3
  4 | -11 | -21 | / | 7 | 1.6 | 0.8 | -43 | -16
Cc1cc(C)c2[nH]c(=O)c(C(c3nnnn3CC3CCCO3)N3CCCC(C)C3)cc2c1 (stereo not drawn)
  -6 | 12 | -11 | -0.33 | 9 | -1.4 | 0.3 | -24 | -20
CCn1c(SCC(=O)c2ccc(F)cc2)nnc1-c1ccoc1C
  -4 | -3 | -2 | -0.61 | 18 | -0.2 | 0.7 | 16 | -18[20 µM]
O=C(Nc1ccc(F)cc1)C1CCCN(S(=O)(=O)c2cccc3cccnc23)C1 (stereo not drawn)
  -5 | -2 | -4 | / | 7 | 1.0 | 0.1 | -35 | -29
O=C(CN1CCCCC1)NNc1nc(-c2ccccc2)c2cc(Cl)ccc2n1
  -4 | -9 | -6 | 0.84 | 34 | 1.1 | 0.9 | -4 | -18
O=S(=O)(NCc1cccnc1)c1ccccc1
  2 | -25 | -6 | / | 2 | -0.7 | 0.7 | -20 | -18[20 µM]
CC(OC(=O)Nc1cccc(Cl)c1)C(=O)O (stereo not drawn)
  0 | -11 | -15 | -0.68 | 18 | 0.0 | 1.1 | -9 | -25
Cc1ccc(Cl)c(OCC(=O)OCC(=O)NC2CCCc3ccccc32)c1 (stereo not drawn)
  8 | 4 | -5 | -0.69 | 10 | -1.0 | 0.0 | -11 | -18
CCCCNc1cc(Cl)nc(N)n1
  -3 | 30 | -9 | -0.45 | 1 | 0.9 | 0.9 | -17 | -9
COc1cc2c(cc1OC)C(c1ccccc1F)OC(=O)C2 (stereo not drawn)
  -10 | -7 | 5 | 1.3 | 3 | 0.6 | 0.1 | 9 | -22
Fc1ccc(/C=C\c2nccc3c2[nH]c2ccccc23)cc1
  -6 | 9 | -1 | 0.085 | -4 | -0.9 | 0.0 | -125 | -18
Cc1ccc(/C=C/C(=O)c2nc3ccccc3[nH]2)cc1
  6 | -17 | -5 | 1.7 | 15 | -1.0 | 0.2 | -7 | -8[20 µM]
COc1ccccc1NC(=O)/C(=N/OCc1ccc(C#N)cc1)C(C)=O
  1 | -8 | -2 | 0.41 | -3 | 0.8 | -1.9 | -12 | -16
O=C(COC(=O)c1cc[n+]([O-])cc1)Nc1ccc([N+](=O)[O-])cc1Cl
  2 | -9 | -9 | 0.3 | 6 | 0.7 | 1.5 | 2 | -18
O=C(CCCN1Cc2ccccc2C1)c1ccc(F)cc1
  4 | -25 | 4 | -0.18 | 12 | -0.1 | -0.1 | 2 | -27

Shown as labelled records: entries from further up.
Molecule: CCCCNc1cc(Cl)nc(N)n1
  thrombin 1536: -3 | EBV gp42 block: 30 | TbHK1 inh: -9 | KCC2 mod: -0.45 | PPC-1+TRAIL kill: 1 | TRPN1 ag: 0.9 | TRPML3 ag: 0.9 | m-calpain inh: -17 | Furin inh: -9
Molecule: CCn1cc(C(=O)NCCCOC)c(=O)c2cc(S(=O)(=O)N(C)C)ccc21
  thrombin 1536: 9 | EBV gp42 block: 1 | TbHK1 inh: -27 | KCC2 mod: 0.4 | PPC-1+TRAIL kill: / | TRPN1 ag: 0.7 | TRPML3 ag: -0.1 | m-calpain inh: 11 | Furin inh: -7

Further records follow.
SMILES	thrombin 1536	EBV gp42 block	TbHK1 inh	KCC2 mod	PPC-1+TRAIL kill	TRPN1 ag	TRPML3 ag	m-calpain inh	Furin inh
CCOC(=O)Cn1c(=NC(=O)c2cc(-c3cccs3)nc3ccccc23)sc2cc(S(N)(=O)=O)ccc21	-6	-44	-17	1.2	11	-0.3	0.6	-130	-17
CCS(=O)(=O)c1ccc2c(c1)N(S(=O)(=O)c1ccc(C)cc1)CC(C(=O)O)O2 (stereo not drawn)	7	-14	1	0.043	6	0.7	0.5	-1	-15
COc1cccc(CNC(=O)Cc2nc3nc(C)cc(C)n3n2)c1	-9	4	19	0.29	14	1.2	0.4	7	-23
Cc1nc2cc(CC(=O)O)ccc2o1	2	0	-3	/	-14	0.0	0.3	-13	-24[20 µM]
CC(C)(C)NCC(O)COc1c(F)cc(Br)cc1F (stereo not drawn)	0	-16	-7	1.6	4	0.0	0.7	-16	-19[20 µM]
O=c1[nH]c(=O)n(Cc2ccco2)c2c1C(C(F)(F)F)(C(F)(F)F)N=C(c1ccc(F)cc1)N2	-3	-11	-11	-0.49	20	2.5	2.3	-156	-9[20 µM]
CCN1C(=O)N(CC)C2C1N(C(C)=O)C(=O)N2C(C)=O (stereo not drawn)	2	-18	1	/	25	-0.9	1.3	-12	-13[20 µM]
CC(C)C(C)NC(=O)CN1C(=O)NC2(CCc3ccccc3C2)C1=O (stereo not drawn)	-3	-15	-2	0.69	-10	-1.1	0.8	11	-22
O=C(CCNC(=O)c1ccc(Cl)cc1)Nc1c(F)c(F)cc(F)c1F	1	-9	-2	1.1	2	-0.8	0.2	13	-34
COc1ccc(-n2c(Cc3cccn3C)nnc2SCC(=O)NC2CCCCC2)cc1	-2	-14	6	0.11	-2	0.9	-0.4	18	-24
CCCCNCC1C(Oc2ccc(Cl)cc2)C(=O)N1c1ccccc1C (stereo not drawn)	-1	-14	24	0.33	-8	4.2	1.5	13	-36
Cc1occc1-c1nnc(SCC(=O)c2c(N)n(Cc3ccccc3)c(=O)n(C)c2=O)n1C	-10	-6	0	0.0026	6	-0.7	0.1	-44	-17
NC(=O)NC(CC(=O)NCCc1ccc(S(N)(=O)=O)cc1)c1ccc(Cl)cc1 (stereo not drawn)	0	-10	-2	0.41	4	0.7	0.7	12	-16
